# RGS4 inh: human RGS4 inhibition; P49798; AID 463165; HEK293 M3R/RGS4 inducible, Fluo-4 calcium flux; hits give high values; triggered by carbachol at its EC20; actives 0.45% (n = 310,000); B-score at 10 µM;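 active = B-score, a plate-corrected calcium signal, over three deviations above library mean, with baseline fluorescence within five deviations of library mean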;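 note: RGS4 expression induced by doxycycline in cells with stable M3 receptor; B-score is computed from the integrated fluorescence ratio over baseline after carbachol; higher B-score means a larger calcium signal and so more RGS4 inhibition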
# KCNK9 inh: blocks the human KCNK9 two-pore domain potassium channel | Q9NPC2 | HEK293 KCNK9, FluxOR thallium flux fluorescence; hits give low values | B-score at 10 µM | actives 1.2% (n = 310,000);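 active = ratio B-score over 3 SD below the library mean, with starting fluorescence within 5 SD of its mean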;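 note: negative B-score means less thallium flux so channel inhibition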
# TMEM16A act: activates or potentiates the mouse TMEM16A chloride channel. Q8BHY3. HEK293 TMEM16A/YFP-H148Q/I152L, iodide quench fluorescence; hits give low values. B-score at 10 µM. actives 0.3% (n = 340,000);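 active = fluorescence-ratio B-score plate-corrected deviation score at least 3 library SD below zero, with starting fluorescence score within 5 deviations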;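 note: channel opened by trigger with iodide after compound preincubation; score built on the fluorescence ratio of max minus min over baseline; more negative score means more quench and so TMEM16A activation or potentiation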
# Target sequence (Q8BHY3 whole entry, looked up): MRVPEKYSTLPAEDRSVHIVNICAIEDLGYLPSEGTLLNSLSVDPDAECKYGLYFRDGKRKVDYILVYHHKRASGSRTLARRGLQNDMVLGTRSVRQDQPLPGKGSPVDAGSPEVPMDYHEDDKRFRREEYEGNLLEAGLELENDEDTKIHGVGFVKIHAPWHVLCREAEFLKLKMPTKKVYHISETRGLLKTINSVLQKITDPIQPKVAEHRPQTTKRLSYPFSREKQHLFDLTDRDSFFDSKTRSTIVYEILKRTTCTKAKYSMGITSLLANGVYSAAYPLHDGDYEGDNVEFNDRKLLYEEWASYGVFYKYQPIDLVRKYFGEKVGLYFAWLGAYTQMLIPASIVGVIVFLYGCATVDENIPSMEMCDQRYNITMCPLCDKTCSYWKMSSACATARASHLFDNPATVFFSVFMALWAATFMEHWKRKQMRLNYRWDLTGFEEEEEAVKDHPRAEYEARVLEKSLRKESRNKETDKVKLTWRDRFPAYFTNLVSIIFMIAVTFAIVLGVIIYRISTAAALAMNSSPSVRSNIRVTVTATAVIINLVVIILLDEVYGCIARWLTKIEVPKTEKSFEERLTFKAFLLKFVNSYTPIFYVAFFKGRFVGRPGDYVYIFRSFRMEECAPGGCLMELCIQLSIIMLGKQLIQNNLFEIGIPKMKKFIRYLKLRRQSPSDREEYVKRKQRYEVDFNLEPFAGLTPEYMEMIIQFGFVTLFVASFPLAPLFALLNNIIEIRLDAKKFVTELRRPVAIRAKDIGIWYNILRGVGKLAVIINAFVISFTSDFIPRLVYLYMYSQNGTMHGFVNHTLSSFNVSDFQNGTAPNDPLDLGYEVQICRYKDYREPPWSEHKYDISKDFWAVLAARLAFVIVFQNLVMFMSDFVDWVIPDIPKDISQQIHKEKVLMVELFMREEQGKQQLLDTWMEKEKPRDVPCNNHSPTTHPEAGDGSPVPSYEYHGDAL
# RGS4 pot: RGS4 potentiation or activation; HEK293 M3R/inducible RGS4, carbachol calcium flux Fluo4; hits give low values; B-score at 10 µM; actives 0.92% (n = 310,000);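 active = B-score of the integrated calcium signal more than 4 SD below the library mean, with starting fluorescence not abnormally high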;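 note: negative B-score means reduced calcium response which marks RGS4 activation or potentiation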
#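 Reagent: ECmax carbachol challenge; Test system: M3R-expressing HEK293 line, RGS4 induced by doxycycline; Schedule: overnight RGS4 induction, 30 min dye load 37 °C, 20 min compound RT; Detection: calcium dye Fluo4 fluorescence; Read-out: Agonist-evoked peak-minus-minimum fluorescence over baseline, integrated ratio, B score.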
# KCNQ1 inh: inhibitors of human KCNQ1 potassium channel; P51787; CHO-K1 KCNQ1, FluxOR thallium flux fluorescence; hits give high values; actives 1.3% (n = 310,000); AID 2642; B-score at 10 µM;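 active = compounds whose thallium flux B-score, printed positive for inhibition, exceeds three library SD while starting fluorescence stays within three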;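 note: channel opened by potassium depolarization with thallium stimulus after 20 min compound exposure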
# SKKanGAS inh: inhibitors of SKKanGAS S. pyogenes growth in kanamycin (SK-promoter or general growth effect); actives 1.3% (n = 300,000); inhibition, % at 7.5 µM; BacTiter-Glo, 6 h;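 active = mean replicate score, as percent of positive control median, at least 50; inconclusive = mean below 50 but one replicate at or above 50; inactive = mean and every replicate below 50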;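 note: strain carries kanamycin resistance gene driven by streptokinase promoter and grows in 40 µg/ml kanamycin; loss of luminescence reflects streptokinase promoter inhibition or plain growth inhibition; 0% = median of DMSO wells and 100% = positive control at its reference dose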
# KCNQ1 act: potentiators or activators of human KCNQ1 potassium channel; B-score at 10 µM; CHO-K1 KCNQ1, thallium flux FluxOR fluorescence; hits give high values; actives 0.35% (n = 310,000); P51787;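 active = fluorescence ratio B-score, a plate-corrected score, at least three library SD, with initial intensity B-score within 5 SD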
#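 assay system = CHO-K1 cells stably expressing KCNQ1 | medium = assay buffer, equal DMSO in all wells | timing = 37 °C overnight plating, 90-min dark dye load, 20-min compound pretreatment | measured by = kinetic FluxOR thallium fluorescence, 10-s 1-Hz baseline, 110-s post-stimulus read | measure = fluorescence change relative to baseline, converted to B score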
# KCNK3 inh: human KCNK3 channel inhibition, primary screen; CHO-KCNK3 thallium flux, FluxOR fluorescence; hits give low values; B-score at 10 µM; actives 0.84% (n = 340,000); O14649; AID 602410;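 active = B-score under library mean minus 4 SD, starting fluorescence ratio at most library mean plus 5 SD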;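 note: more negative B-score means stronger inhibition of thallium flux through KCNK3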
# HDAC3 inh: human HDAC3 inhibition | O15379 | recombinant HDAC3, fluorogenic peptide/trypsin coupled, fluorescence | inhibition, % at 8.3 µM | actives 0.15% (n = 320,000) | AID 2718; in the data active = inhibition above about 26%, passing the limit was not always enough; inconclusive = no clear call, values can overlap the other calls
# hERG protect: hERG (human) protection from proarrhythmic block; activation (rescue from dofetilide block), less the hit threshold, % at 10 µM; actives 0.51% (n = 310,000); CHO-hERG, FluxOR thallium flux, dofetilide IC70 present;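 active = activation above the mean of controls blocked by dofetilide plus 5 SD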;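 note: thallium influx through hERG after potassium depolarization seen as dye fluorescence rise; in these data hits start at about 4.7%; inactives centre near -7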
# TMEM16A inh: blocks the mouse calcium-activated chloride channel TMEM16A; Q8BHY3; HEK293 TMEM16A/YFP iodide influx fluorescence, ionomycin; normalized B-score (activity score, 25-100; higher = stronger inhibition) at 10 µM; actives 1.2% (n = 310,000); AID 588511;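 active = ratio plate-corrected score three or more library SD toward inhibition, starting fluorescence score within five deviations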;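 note: score derived from kinetic fluorescence span divided by baseline fluorescence per well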
# An asterisk follows results filed as active; i = inactive; ? = inconclusive; · = not tested or not shown.
SMILES,RGS4 inh,KCNK9 inh,TMEM16A act,RGS4 pot,KCNQ1 inh,SKKanGAS inh,KCNQ1 act,KCNK3 inh,HDAC3 inh,hERG protect,TMEM16A inh
COc1ccc(CC2CCOC2=O)cc1 (configuration not stated),i,i,i,i,i,-6,i,i,-1,-9,i
O=C(/C=C/c1cccc(Cl)c1)c1nc2ccccc2[nH]1,i,i,i,i,i,17,i,i,-2,-6,i
COc1cccc(OC)c1C(=O)Nn1c(C2CCC2)nc2ccccc2c1=O,i,i,i,i,i,2,i,i,-8,-22,i
CC(C)CNC(=O)N[C@@H](CC(C)C)C(=O)O,i,i,i,i,i,-2,i,i,-2,-10,i
Cc1cccc(N2C(=O)C3C4C=CC(C4)C3C2=O)c1 (configuration not stated),i,i,i,i,i,-4,i,i,-7,-4,i
Cc1ccc(NC(=O)CSC2=C(C#N)C(c3ccco3)CC(=O)N2)cc1 (configuration not stated),i,i,i,i,i,13,i,i,3,-10,25*
CCc1ccc(CN(C)C(=O)CCc2nnc(CCc3cccc(OC)c3)o2)nc1,i,i,i,i,i,7,i,i,-3,-9,i
CCCCCCSC1=C(C#N)C(c2ccccc2)CC(=O)N1 (configuration not stated),i,-7.2*,i,i,i,-3,i,i,11,2,i
COc1ccc(N2CCN(C(=O)CSc3nnc(-c4cccnc4)n3-c3ccccc3)CC2)cc1,i,i,i,i,i,1,i,i,-5,-9,i
Cc1ccc(S(=O)(=O)N2CCC(NC(=O)C3CCCCC3)CC2)cc1,i,i,i,i,i,0,i,i,7,-6,i
COc1ncnc2c1NC(=O)CS2,i,i,i,i,i,-1,i,i,4,-8,i
COc1cc(C2C(C#N)=C(C)NC3=C2C(=O)CC(C)(C)C3)ccc1OCCO (configuration not stated),i,i,i,i,i,2,i,i,10,-6,i
COc1cc(-c2nnc(SCC(=O)N(C)C3CCS(=O)(=O)C3)o2)cc(OC)c1OC (configuration not stated),i,i,i,i,i,-4,i,i,-2,-11,i
CCOC(=O)C1CCN(c2nc3ccccc3nc2C(C#N)C(=O)OC(C)C)CC1 (configuration not stated),i,i,i,i,i,2,i,i,5,-4,i
CCOC(=O)C1(Cc2cccc(OC)c2)CCCN(Cc2c(C)nn(C(C)C)c2C)C1 (configuration not stated),i,i,i,i,i,-6,i,i,0,-6,i
CC(=O)Nc1sc2c(c1CN1CCN(c3ccc(F)cc3)CC1)CCCC2,i,i,i,i,i,11,i,i,?,-5,i
CC1CN(Cc2ccccc2)c2nc3c(c(=O)n(CC(N)=O)c(=O)n3C)n2C1 (configuration not stated),i,i,i,i,i,-3,i,i,2,-7,i
COc1ccc(CCNC(=O)c2ccco2)cc1OC,i,i,i,i,i,16,i,i,-2,-2,i
O=C(NC1CCS(=O)(=O)C1)c1cccc(S(=O)(=O)N2CCCC2)c1 (configuration not stated),i,i,i,i,i,5,i,i,3,-7,i
Cc1cc(=O)[nH]c(SCc2nnnn2-c2ccc(Cl)cc2)n1,i,i,i,i,i,3,i,i,0,-5,i
Cc1ccc(CN(CC(=O)NCc2ccc3c(c2)OCO3)C(=O)c2csnn2)cc1,i,i,i,i,i,3,i,i,3,-5,i
COc1ccc(/C=C/C(=O)OCC(=O)Nc2c(C)cccc2C)cc1,i,i,i,i,i,7,i,i,1,-18,i
CS(=O)(=O)N(CC(=O)Nc1cccc(Cl)c1)c1ccccc1Cl,i,i,i,i,i,-6,i,i,4,-12,i
CC(OC(=O)[C@H](C)NC(=O)c1ccccc1Cl)C(=O)NCc1ccc2c(c1)OCO2 (some centres not stated),i,i,i,i,i,-12,i,i,5,-14,i
Cn1nc(C(=O)OCC(=O)Nc2sccc2C(N)=O)c2ccccc2c1=O,i,i,i,i,i,-8,i,i,·,-12,i
CCC(Sc1nncn1C)C(=O)Nc1nnc(-c2ccccc2Cl)s1 (configuration not stated),i,i,i,i,i,7,i,i,·,-16,i
C=CCOc1c(OC)cc(Cl)cc1C1NC(=O)NC(C)=C1C(C)=O (configuration not stated),i,i,i,i,i,-2,i,i,-4,-4,i
COc1ccc(C2N(c3ccccc3)C(=O)C2(F)F)cc1OC (configuration not stated),i,i,i,i,i,6,i,i,3,-7,i
CCOCC(=O)Nc1cc([N+](=O)[O-])ccc1OC,i,i,i,i,i,12,i,i,2,0,i
Cc1sc2ncnc(NCC(c3ccco3)N(C)C)c2c1C (configuration not stated),i,i,i,i,i,3,i,i,7,0,i
CC(C)(NC(=O)NC(CO)c1ccccc1)c1cccc(C(C)(C)NC(=O)NC(CO)c2ccccc2)c1 (configuration not stated),i,i,i,i,i,2,i,i,-2,-13,i
O=C(CCN1C(=O)C2CC=CCC2C1=O)Nc1ccccc1Cl (configuration not stated),i,i,i,i,i,-3,i,i,-5,-10,i
CN(C(=O)COC(=O)c1c[nH]c(=O)[nH]c1=O)C1CCCCC1,i,i,i,i,i,0,i,i,0,-9,i
CCCSc1nc2cc(C)c(C)cc2n1CC(O)CO (configuration not stated),i,i,i,i,i,-8,i,i,13,-5,i
COc1cccc(C(=O)Nc2ccc3c(c2)n(C)c(=O)n3C)c1,i,i,i,i,i,2,i,i,4,-8,i
Cc1cccc(CN2C(=O)/C(=C\c3ccc(C(=O)NCCCN4CCN(C)CC4)cc3)Oc3ccccc32)c1,i,i,i,i,i,11,i,i,-18,-31,i
O=c1oc2ccccc2c2c1ncn2CCN1CCOCC1,i,i,i,i,i,1,i,i,-5,-5,i
O=c1[nH]c(=O)n(Cc2ccccc2)c2nc(-c3ccc(C(F)(F)F)cc3)n(CCO)c12,i,i,i,i,i,-2,i,i,-8,-11,i
Cc1cc(=O)oc2c(CN3CCCC3)c(O)ccc12,i,i,i,i,i,-1,i,i,-268,-6,i
N/C(=N\OC(=O)CCCCCN1C(=O)c2ccccc2C1=O)c1ccccc1,i,i,i,i,i,-5,i,i,6,-3,i
COc1ccc(/C=N/NC(=S)NC2CCS(=O)(=O)C2)cc1 (configuration not stated),i,i,i,i,i,-11,i,i,·,-8,i
COc1cc(CNc2ccccc2SC)ccc1O,i,i,i,i,i,3,i,i,-3,-12,i
N#Cc1cccc(NC(=O)Cn2cnc(S(=O)(=O)N3CCc4ccccc43)c2)c1,i,i,i,i,i,4,i,i,-2,-7,i
O=c1c2c3c(sc2nc(N2CCNCC2)n1CCc1ccccc1)CCCCC3,i,i,i,i,i,2,i,i,-2,-6,i
O=C(c1c(F)cccc1F)N1CCC(O)(c2cccnc2)CC1,i,i,·,i,i,-4,i,i,2,-6,i
Cc1ccc(S(=O)(=O)NNC(=O)Nc2ccc(C)c(C)c2)c(C)c1,i,i,i,i,i,0,i,i,3,-12,i
COc1ccc(Cn2nnc3c(=O)[nH]c(C4CCN(S(=O)(=O)c5ccc(C)cc5)CC4)nc32)cc1,i,i,i,i,i,18,i,i,-4,-5,i
CC(=O)NNC(=S)NC(=O)c1ccccc1,i,i,i,i,i,13,i,i,6,-9,i
Cc1ncc([N+](=O)[O-])n1CCOC(=O)Nc1ccc(Cl)c(Cl)c1,i,i,i,i,i,-11,i,i,-7,-5,i
Cc1ccc(N2C(=O)c3ccccc3C2=O)cc1Cl,i,i,·,i,i,-4,i,i,3,-5,i
Cc1noc(C)c1CSCC(=O)NC1=NCCS1,i,i,i,i,i,1,i,i,-1,-14,i
O=C(COC(=O)COc1cccc(Br)c1)Nc1c(Cl)cccc1Cl,i,i,i,i,i,-13,i,i,-5,-5,i
Cc1sc(NC(=O)c2sc3nc4c(C)cccc4cc3c2N)c(C#N)c1C,i,i,i,i,9*,25,i,i,10,-10,i
Cc1ccc(C(=O)COC(=O)CNC(=O)c2ccc(N3C(=O)c4ccccc4C3=O)cc2)cc1C,i,i,i,i,i,1,i,i,-1,-8,i
COc1ccc(CCNC(=O)CSc2nnc3ccccn23)cc1,i,i,i,i,i,3,i,i,-3,-6,i
O=C(NCCN1CCOCC1)Nc1cccc(Cl)c1,i,i,i,i,i,-7,i,i,6,-6,i
CCC(C)Sc1ccc([C@H]2N[C@@](Cc3ccccc3)(C(=O)OC)[C@H]3C(=O)N(CC)C(=O)[C@@H]23)cc1OC (some centres not stated),i,i,i,i,i,11,i,i,9,-5,i
O=C(CSc1ccsc1[N+](=O)[O-])Nc1cccc(F)c1,i,i,i,i,i,4,i,i,·,-2,·
CC(NC(=O)c1cnc2n(c1=O)CCS2)c1ccccc1 (configuration not stated),i,i,i,i,i,7,i,i,2,-5,i
Cc1cc(N2CCCCC2)ccc1[N+](=O)[O-],i,i,i,i,i,-5,i,i,·,-5,i

# Two neighbouring entries out of the list so far:
SMILES,RGS4 inh,KCNK9 inh,TMEM16A act,RGS4 pot,KCNQ1 inh,SKKanGAS inh,KCNQ1 act,KCNK3 inh,HDAC3 inh,hERG protect,TMEM16A inh
COc1ccc(CC2CCOC2=O)cc1 (configuration not stated),i,i,i,i,i,-6,i,i,-1,-9,i
O=C(/C=C/c1cccc(Cl)c1)c1nc2ccccc2[nH]1,i,i,i,i,i,17,i,i,-2,-6,i

# More results follow:
SMILES,RGS4 inh,KCNK9 inh,TMEM16A act,RGS4 pot,KCNQ1 inh,SKKanGAS inh,KCNQ1 act,KCNK3 inh,HDAC3 inh,hERG protect,TMEM16A inh
COc1ccccc1N=C1SC(C)CN1C(=O)C1CCC1 (configuration not stated),i,i,·,i,i,-8,i,·,2,-8,i
Nc1nc(-c2cccnc2)nn1C(=O)c1ccccc1Cl,i,i,i,i,i,3,i,i,·,-7,·
COc1cc(/C=N/NC(=O)COc2c(C)cc([N+](=O)[O-])cc2C)ccc1OC(=O)c1ccccc1,i,i,i,i,i,27,i,i,4,-11,i
Cc1cc(C(F)(F)F)nc(SCCN2CCCCC2)c1C#N,i,i,i,i,i,1,i,i,1,-7,i
CC(=O)c1cccc(S(=O)(=O)N2CCC(C(=O)O)(c3ccccc3)CC2)c1,i,i,i,i,i,0,i,i,10,1,i
O=C(Nc1ccc(F)cc1F)c1cc(-c2ccco2)on1,i,i,i,i,i,-1,i,i,-1,-15,100*
COCC(C)n1c(SCC(=O)NNC(=O)c2ccccc2)nc2ccccc2c1=O (configuration not stated),i,i,i,i,i,0,i,i,9,-10,i
N#C/C(=C(/O)CCl)c1nc(-c2ccccc2)cs1,i,i,i,i,i,-8,i,i,3,-14,i
O=C(N/N=C/C(Cl)=C/c1ccccc1)c1ccccc1F,i,i,i,i,i,-6,i,i,8,-6,i
